# Lung fibro prol: antiproliferative effect on LL 47 fibroblasts – human, LL 47 cells, CellTiter-Glo luminescence, primary screen; viability, % at 10 µM; hit rate 1.1% among 85,000; LL 47 human lung fibroblast viability, ATP luminescence; hits give low values; AID 719, 2007;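 active means viability at or below 50% in the single dose screen; inactive means viability above 50%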;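 further: compound exposure lasted 72 h before the ATP readout; 100% = median luminescence of untreated cell-only wells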
#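 Benchmarks: Cell-only wells, no compound | Test system: LL 47 human lung fibroblasts, passage 12 or lower | Input: 1,150 cells/well | Measured by: CellTiter-Glo luminescence measuring cellular ATP | Medium: IMEM, 15% FBS supplement | Schedule: Overnight attachment after seeding, then 72 h compound exposure at 37 °C | Doses: Compound addition at 0.1% DMSO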
# ERb SRC1 inh: inhibitors of ERβ-SRC1 coactivator interaction, primary screen, biochemical, TR-FRET, ERβ LBD, SRC-1 peptide; hit rate 1.3% among 86,000; inhibition, % at 25.6 µM; TR-FRET ER-beta LBD / SRC1-Cy5 peptide binding; receptor agonist-loaded with 1 µM estradiol;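 active means compounds whose percent inhibition of the receptor-coactivator binding signal exceeds about 50% in the single-dose screen, limit read from the data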;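 further: 0% = receptor plus peptide wells without compound and 100% = peptide-only wells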
# Target sequence (Q92731 whole entry, looked up, the tested form may be a part): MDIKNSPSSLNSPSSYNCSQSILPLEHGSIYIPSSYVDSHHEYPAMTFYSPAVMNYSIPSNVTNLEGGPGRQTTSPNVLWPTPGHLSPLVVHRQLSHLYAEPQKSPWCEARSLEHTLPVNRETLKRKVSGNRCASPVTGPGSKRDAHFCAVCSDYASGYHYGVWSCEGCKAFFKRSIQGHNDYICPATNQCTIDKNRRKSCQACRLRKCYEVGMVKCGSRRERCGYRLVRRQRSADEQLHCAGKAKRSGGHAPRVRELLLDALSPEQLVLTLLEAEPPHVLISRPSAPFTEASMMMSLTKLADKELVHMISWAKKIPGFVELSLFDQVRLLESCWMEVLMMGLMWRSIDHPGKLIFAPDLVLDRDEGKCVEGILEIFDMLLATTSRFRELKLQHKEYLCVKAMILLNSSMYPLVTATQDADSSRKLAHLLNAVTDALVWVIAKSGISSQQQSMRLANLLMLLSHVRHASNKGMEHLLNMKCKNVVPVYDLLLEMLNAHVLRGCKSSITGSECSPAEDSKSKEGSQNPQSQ
# H69AR growth 86K: proliferation blockers of H69AR lung cancer cells, primary screen, cell-based, human, 86K library; H69AR lung tumor viability, ATP luminescence, 72 h; hits give low values; viability, % at 10 µM; hit rate 6% among 85,000; AID 598, 2007;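 active means viability at or below 40%; inactive means viability above 40%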;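 further: multidrug resistant small cell line overexpressing MRP-1 efflux transporter; 100% = mean luminescence of untreated control wells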
# ERa SRC1 pot: enhancers of ERα–SRC-1 coactivator binding, primary screen, biochemical, TR-FRET, ERα LBD, low estradiol; hit rate 1.3% among 86,000; TR-FRET ERalpha-LBD/SRC-Cy5 coactivator binding, 2 h; 100 = basal binding, no effect; AID 639, 2007; coactivator binding (% of control), % at 25.6 µM; Estrogen receptor (Homo sapiens), P03372; in the data active means activity above about 200%;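 further: binding measured in presence of low estradiol as agonist stimulus; 0% = peptide alone without receptor and 100% = receptor with peptide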
# Smad3 inh: Smad3/FoxH1 peptide binding inhibitors, primary screen, biochemical, TR-FRET | inhibition, % at 25 µM | hit rate 0.29% among 88,000 | Mothers against decapentaplegic homolog 3 (Homo sapiens), P84022 | TR-FRET Smad3/Dy647-FoxH1 peptide binding, europium anti-His;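 active means compounds that reduce the energy-transfer binding signal between the protein and its labelled peptide by more than half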;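 further: 0% = Smad3 plus labelled peptide maximal FRET and 100% = peptide-only background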
# sEH act: soluble epoxide hydrolase activators, primary screen, biochemical, human sEH; Bifunctional epoxide hydrolase 2 (Homo sapiens), P34913; purified human sEH enzymatic activity, activator screen; activation, % at 2 µM; hit rate 0.04% among 91,000; in the data active means activation above about 37%; further: values of inactives mirror those of a sister screen read the other way
# Target sequence (P34913 whole entry, looked up): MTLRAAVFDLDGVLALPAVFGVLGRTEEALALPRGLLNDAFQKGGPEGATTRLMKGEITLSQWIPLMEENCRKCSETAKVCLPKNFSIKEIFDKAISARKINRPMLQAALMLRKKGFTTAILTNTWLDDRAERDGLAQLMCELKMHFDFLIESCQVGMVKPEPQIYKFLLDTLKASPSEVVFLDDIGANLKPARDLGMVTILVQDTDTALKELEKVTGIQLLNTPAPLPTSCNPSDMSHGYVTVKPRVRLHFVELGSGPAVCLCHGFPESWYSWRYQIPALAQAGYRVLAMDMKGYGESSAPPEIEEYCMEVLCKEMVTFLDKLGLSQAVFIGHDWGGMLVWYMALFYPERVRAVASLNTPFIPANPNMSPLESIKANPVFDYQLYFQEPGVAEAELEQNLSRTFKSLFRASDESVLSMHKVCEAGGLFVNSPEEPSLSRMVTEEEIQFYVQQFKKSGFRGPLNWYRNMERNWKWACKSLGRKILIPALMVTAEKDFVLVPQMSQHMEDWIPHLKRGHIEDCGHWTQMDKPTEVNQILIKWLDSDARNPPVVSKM
# Candida biofilm: clotrimazole potentiators killing Candida biofilms, primary screen, with clotrimazole, Alamar Blue; C. albicans biofilm + clotrimazole; inhibition, % at 6 µM; hit rate 0.14% among 85,000;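 active means inhibition above 20%; inactive means inhibition below 20%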;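 further: preformed 24 hr biofilms exposed to compound for 48 hr; 0% = biofilm without compound and 100% = blank killed by clotrimazole plus chlorhexidine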
# ERa SRC1 inh: ERα–SRC-1 coactivator interaction inhibitors, primary screen, biochemical, TR-FRET, ERα LBD, estradiol-bound | Estrogen receptor (Homo sapiens), P03372 | TR-FRET ER-alpha LBD / SRC-1 peptide | inhibition, % at 25.6 µM | hit rate 1.7% among 86,000 | AID 629, 2007; in the data active means inhibition above about 50%;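 further: 0% = receptor plus peptide control and 100% = peptide only without receptor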
# HUVEC inhibit: inhibitors of HUVEC proliferation, primary screen, cell-based, 384-well; CellTiter-Glo luminescence, 72 h; hits give low values; viability, % at 10 µM (by protocol); hit rate 1.1% among 86,000;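 active means viability at or below 30%; inactive means viability above 30%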;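 further: 100% = median luminescence of DMSO-only cell control wells on each plate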
# Active calls of the source: *; · = no result given; [ ] = remark or other dose. Only part of the results is shown; count on the stated rates, not on these rows.
SMILES	Lung fibro prol	ERb SRC1 inh	H69AR growth 86K	ERa SRC1 pot	Smad3 inh	sEH act	Candida biofilm	ERa SRC1 inh	HUVEC inhibit
CCC1(CCc2ccncc2)C(=O)NC(=O)NC1=O	99	-7	88	144[fluorescence artefact?]	5	-6	5	-1	97
CCOC(=O)c1c(C)n(Cc2ccc3c(c2)OCO3)c2ccc(O)cc12	94	14	94	80	5	-24	1	11	82
Cc1cnn(C2CCN(C)CC2)c1N	104	-13	98	137	-3	9	2	1	108
O=C(CN1CCCC1=O)N1CCOCC1	99	4[fluorescence artefact?]	93	108	-3	1	-3	-13	89
CCOP(=O)(C(NC(=O)c1ccccc1Cl)=C(Cl)Cl)c1ccccc1 (stereo unspecified)	87	2	68	87	0	8	69*	4	88
CC(=O)OC1N=C(c2ccccc2)c2cc(C)ccc2NC1=O (stereo unspecified)	101	13[fluorescence artefact?]	101	88	2	-6	13	8	93
CC(=NCc1ccc2c(c1)OCO2)c1c(O)n(C)c(=O)n(C)c1=O	103	0	93	90[fluorescence artefact?]	5	2	2	1	84
CN1CCN(c2nccc3c2ncn3C)CC1	94	-10	103	122	48[fluorescence artefact?]	-1	7	-6	99
O=C(COc1ccc(Br)cc1)N1CCN(Cc2c[nH]c3ccccc23)CC1	82	3	96	91	1	-14	4	0	82
O=C(c1cc2ccccn2n1)N1CCC2(CC1)OCCO2	107	-9	88	115	0	3	8	-4	101
Cc1cccc(NC2=NCCCS2)c1C	101	1	99	86	1	·	11	4	102
CCc1nc2ccccc2c(=O)n1-c1ccc2ccccc2c1	91	-12	31*	90	3	-4	5	0	81
CNCCCc1ccccc1	103	-7	87	110	24[fluorescence artefact?]	-2	0	-9	108
COC(=O)c1c(C)[nH]c(C(=O)C(Cc2ccccc2)N(C)C)c1C (stereo unspecified)	101	7[fluorescence artefact?]	99	113	-13[fluorescence artefact?]	11	-3	1	116
O=c1c2ccccc2nc(CSc2ncnc3nc[nH]c23)n1-c1ccccc1	85	10	92	130[fluorescence artefact?]	-5	16	7	5	85
CC(C(N)=O)N1CC(c2ccccc2)CC1=O (stereo unspecified)	98	-8	90	134	-2	-4	10	-6	91
COc1ccc(C2NCc3ccccc3-n3cccc32)cc1 (stereo unspecified)	87	-4[fluorescence artefact?]	60	108	-3	·	4	6[fluorescence artefact?]	89
CCC(=O)OC1(c2cccc(C)c2)CC(C)N(C)CC1C (stereo unspecified)	104	-13	97	110	-2	·	12	-6	102
O=C(c1cccn2c(=O)c3cc(Cl)ccc3nc12)N1CCC2(CC1)OCCO2	95	-3	108	100	4	14	10	-2	101
O=C(C1CC(c2ccc(Cl)c(Cl)c2)=NO1)N1CCC2(CC1)OCCO2 (stereo unspecified)	108	-14	92	94	2	15	8	-6	110
Nc1c(C(=O)OC2CCCCC2)c2nc3ccccc3nc2n1CC1CCCO1 (stereo unspecified)	89	-7	48	104	7	-6	8	2	67
CCCNC(=O)N1C2CCC1CC(O)(c1cccnc1)C2 (stereo unspecified)	105	6[fluorescence artefact?]	103	113	5	·	3	4[fluorescence artefact?]	101
O=C(CN1CC(c2ccccc2)CC1=O)Nc1cccc(F)c1 (stereo unspecified)	94	5	102	117	5	·	8	-4	100
O=C(NCc1ccc(C(=O)N2CCC3(CC2)OCCO3)cc1)c1ccc2c(c1)OCO2	99	13	90	88	2	-3	7	9	98
Cc1ccc(-n2c(O)c(C=NC3CCCCC3N)c(=O)[nH]c2=O)cc1C (stereo unspecified)	108	2	105	100	-6	5	-1	5	100
O=C(Cc1ccccc1)OC(COCc1ccccc1)CN1CCOCC1 (stereo unspecified)	106	-2	107	131	3	5	1	3	91
CC[C@@H](CO)NC(=O)[C@@H]1C=C2c3cccc4c3c(cn4C)C[C@H]2N(C)C1	98	51*[fluorescence artefact?]	102	43[fluorescence artefact?]	7	·	1	27[fluorescence artefact?]	95
CC(=O)Nc1ccc(OC(=O)N2CCCCC2)cc1	97	-2[fluorescence artefact?]	93	122[fluorescence artefact?]	-6	-9	2	3[fluorescence artefact?]	88
CN(C)C1=C(C#N)C(c2ccccc2)=NP(N(C)C)(N(C)C)=N1	96	-10	79	114	-7	4	-5	-5	85
CN1CCc2nc(SCC(=O)OC(C)(C)C)c(C#N)cc2C1	107	5	92	107	-3	·	-5	-3	94
O/N=C1\CCC2CN(C3CCCCC3)CC2C1 (stereo unspecified)	100	-1	94	178	9	·	2	1	96
CCSc1nnc([C@@H](N)Cc2c[nH]c3ccccc23)o1	103	-15[fluorescence artefact?]	96	124	3	7	6	1[fluorescence artefact?]	86
COc1ccccc1NC1=NCCS1	97	-9	88	107	17	-1	6	-16	96
O=C(CN1CC(c2ccccc2)CC1=O)NCc1ccc(F)cc1 (stereo unspecified)	100	-12	101	121	-8	·	2	-8	103
CC(C)(C)P(=O)(c1ccncc1)N1CCCC1 (stereo unspecified)	98	-4	111	93	14	-2	3	-3	91
CCOC(=O)C(O)(c1ccc(N)c(OC)c1)C(F)(F)F (stereo unspecified)	104	-2[fluorescence artefact?]	68	127[fluorescence artefact?]	-4	-7	3	-10	102
COc1ccc(-n2c(O)c(C(C)=NCc3ccco3)c(=O)[nH]c2=O)cc1	108	-18	103	96	3	-4	5	-42	107
O=C(c1cc(-c2cccnc2)nc2ccccc12)N1CCC2(CC1)OCCO2	103	-1	80	108	-6	·	·	3	96
O=C(c1cc(-c2ccncc2)nc2ccccc12)N1CCC2(CC1)OCCO2	98	-25	75	107	9	·	-2	-34	104
Cc1cc(Br)ccc1N1C(=O)CC(=O)NC1=O	103	-4[fluorescence artefact?]	101	113	3	·	1	4[fluorescence artefact?]	90
COc1ccc(CCNC(C)CCc2ccc(OC)cc2)cc1 (stereo unspecified)	98	3	90	92	1	6	-2	-5	122
O/N=C1/C(=C\c2ccccc2)N2CCC1CC2	103	12[fluorescence artefact?]	67	114	-1	5	1	5	104
Cc1sc2ncn(CC(=O)NCC(=O)N3CCC4(CC3)OCCO4)c(=O)c2c1C	99	-26	91	97[fluorescence artefact?]	5	·	2	-43	100
Cc1cc(OC(=O)CCCNC(=O)OC(C)(C)C)c2c3c(c(=O)oc2c1)CCC3	104	5[fluorescence artefact?]	85	99[fluorescence artefact?]	4	·	5	7	106
O=P(CN1CCN(c2ccccc2)CC1)(N1CCCCC1)N1CCCCC1	93	33	95	105	8	15	1	0	114
CCC(CC)C1C(C#N)=C(N)Oc2c1c(=O)oc1ccccc21 (stereo unspecified)	88	0[fluorescence artefact?]	37*	90	-10	-6	-2	16	87
CCc1c(C)nc(N)nc1N1N=C1SC	98	-6	94	104	-10	1	6	2	87
Fc1ccc(NC2=NCCS2)cc1Cl	97	-1	85	105	0	-6	6	1	96
Clc1cccc(Cl)c1CN1CCN(c2ccccc2)CC1	·	-1[fluorescence artefact?]	·	120	-13	-2	·	4[fluorescence artefact?]	·
Cc1n[nH]c(C)c1CCN	106	2	101	118	-1	-2	-6	-4	102
CCOP(=O)(OCC)C(CC)N1CCOCC1 (stereo unspecified)	97	-3	103	116	2	5	3	1	93
COC(=O)CC1(CC(=O)OC)C(=O)NC(=O)NC1=O	94	-3	99	116[fluorescence artefact?]	7	1	6	-10	106
COc1ccc(S(=O)(=O)Cc2ccc(C(=O)N3CCC4(CC3)OCCO4)o2)cc1	97	-6	101	113[fluorescence artefact?]	-5	-9	5	-11	87
CCOC(=O)[C@@]1(C#N)[C@@H]2C=CC(C(N)=O)=CN2[C@@H](C(N)=O)[C@@H]1c1cccc(Cl)c1	97	5	84	111	6	3	5	-4	105
CCOC(=O)C(O)(c1cn(C)c2ccccc12)C(F)(F)F (stereo unspecified)	98	9	93	89	-6	-8	6	10	96
CSCCC(N=Cc1c(O)n(-c2ccc(F)cc2)c(=O)[nH]c1=O)C(=O)OC(C)(C)C (stereo unspecified)	100	-4	92	91	-11	-8	-2	-5	100
CC(C)CCn1c(N)c(C(=O)OCC2CCCO2)c2nc3ccccc3nc21 (stereo unspecified)	91	5	20*	106	13	5	5	7	60
CNCCc1c(C)n[nH]c1C	110	-11[fluorescence artefact?]	100	120	12	6	8	-8	85
O=c1[nH]c(=O)n(Cc2ccccc2)c(O)c1C=NCCN1CCOCC1	99	3[fluorescence artefact?]	109	119	5	·	0	-13[fluorescence artefact?]	99
Cn1c(O)c(C=NCCN2CCN(C(=O)c3ccccc3)CC2)c(=O)n(C)c1=O	106	-2	92	136	5	·	11	-4	90

# Compounds shown so far with a tert-butyl group (4):
SMILES	Lung fibro prol	ERb SRC1 inh	H69AR growth 86K	ERa SRC1 pot	Smad3 inh	sEH act	Candida biofilm	ERa SRC1 inh	HUVEC inhibit
CN1CCc2nc(SCC(=O)OC(C)(C)C)c(C#N)cc2C1	107	5	92	107	-3	·	-5	-3	94
CC(C)(C)P(=O)(c1ccncc1)N1CCCC1 (stereo unspecified)	98	-4	111	93	14	-2	3	-3	91
Cc1cc(OC(=O)CCCNC(=O)OC(C)(C)C)c2c3c(c(=O)oc2c1)CCC3	104	5[fluorescence artefact?]	85	99[fluorescence artefact?]	4	·	5	7	106
CSCCC(N=Cc1c(O)n(-c2ccc(F)cc2)c(=O)[nH]c1=O)C(=O)OC(C)(C)C (stereo unspecified)	100	-4	92	91	-11	-8	-2	-5	100

# Additional records follow:
SMILES	Lung fibro prol	ERb SRC1 inh	H69AR growth 86K	ERa SRC1 pot	Smad3 inh	sEH act	Candida biofilm	ERa SRC1 inh	HUVEC inhibit
CN1CCN(c2ncnc3ccc(Br)cc23)CC1	86	1	86	98	12	3	3	-5	76
CCCSc1nc(O)c(CC)c(=O)n1C(C)CC (stereo unspecified)	98	0	92	104	0	-1	2	2	105
CCOc1ccc2[nH]c(=O)c(CN(CCO)C3(c4nnnn4C4CCCCC4)CCCCC3)cc2c1	87	-1[fluorescence artefact?]	57	239*	-2	-11	11	12[fluorescence artefact?]	80
COc1ccc(Cl)cc1NC1=NCC(C)S1 (stereo unspecified)	103	-21[fluorescence artefact?]	85	112	-3	6	8	-11	92
CNP(=S)(NC)OCCOc1ccc(OC)cc1	104	-6[fluorescence artefact?]	107	115	2[fluorescence artefact?]	8	3	11[fluorescence artefact?]	97
O=P1(Nc2cccnc2)COc2ccccc2OC1	108	7[fluorescence artefact?]	96	89	-6	6	-5	4	107
CCOP(=O)(OCC)C(C)(C)NC(=O)C(Cl)(Cl)Cl	95	-8	98	107	-10	·	1	-7	96
Cc1c(N=Cc2c(O)n(CCc3ccc(F)cc3)c(=O)[nH]c2=O)c(=O)n(-c2ccccc2)n1C	94	-16	79	103	3	-10	4	-18	78
